N-glyco inh: blocks N-linked glycosylation in D54 reporter cells; reporter increase, % at 12.5 µM; D54 ERlucT glycosylation luciferase reporter, 24 h; percent of 100 nM tunicamycin response; 0.23% of 360,000 active; AID 588692;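 active = mean luciferase reporter signal, scaled so untreated is 0 and the glycosylation-blocking control 100, at or above a set limit in every replicate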;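 also: luciferase carries N-glycosylation sites so blocking glycosylation raises the light; 0% = median of neutral control wells and 100% = median of 100 nM tunicamycin wells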
Cardio protect: modulators protecting cardiomyocytes from myocardial damage; AID 588492; protection from H2O2 cell death, % at 20 µM; 0.63% of 360,000 active; H9c2 cardiomyocytes, H2O2 injury protection, ATPLite, 2 h;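 active = compounds giving at least 50% protection of heart cells from peroxide-induced death in the single-dose screen, raw or plate-pattern-corrected value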;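 also: 0% = DMSO wells with peroxide and 100% = DMSO wells without peroxide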
NOD2-RIPK2 inh: inhibitors of human NOD2-RIPK2 interaction | inhibition, % at 4.98 µM | CHO BLA complementation NOD2-RIPK2, CCF4 ratio | O43353 | 0.38% of 360,000 active; in the data active = inhibition above about 21%;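 also: 0% = vehicle only and 100% = reference blocker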
m5-HT2A agonist: mouse HTR2A agonism via beta-arrestin recruitment | AID 624169 | CHO-K1 mHTR2A beta-arrestin complementation, luminescence; percent of 30 µM serotonin response | activation, % at 7.6 µM | 0.66% of 360,000 active | P35363;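 active = activation above a run cutoff, the mean activation of all tested compounds plus 3 SD, cut at about 14% in these data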;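 also: 0% = plate median of compound wells and 100% = 30 µM serotonin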
MC4R antag cAMP: human MC4R antagonism in cAMP assay; P32245; MC4R-expressing cells, MTII-stimulated cAMP, LANCE TR-FRET; 0.48% of 360,000 active; inhibition, % at 6.5 µM;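 active = inhibition above its plate's cutoff, the mean of tested wells on that plate plus 3 SD, cut at about 29% in these data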;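 also: 0% = Melanotan II alone and 100% = Melanotan II plus saturating MCL0020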
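system = U2OS cells with stable human MC4R expression | also added = Melanotan II challenge after compound preincubation | dosing = one concentration, 6.5 µM nominal | incubation = compound 30 min, challenge 1 h, detection 1 h | measured by = TR-FRET with Eu-cAMP and labeled anti-cAMP, 671 nm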
NCOA2 inhibitor: human SRC2 (NCOA2) inhibition; Q15596; HEK293 GAL4-SRC2 luciferase reporter, luminescence; inhibition, % at 9 µM; 0.17% of 370,000 active;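 active = inhibition above the mean inhibition of all tested compounds plus 3 SD, set per campaign, cut at about 52% in these data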;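 also: 0% = DMSO treated cells and 100% = cells given Gossypol at 36 µM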
ABHD5-PLIN5 inh: inhibitors of human ABHD5-perilipin-5 interaction; 0.78% of 360,000 active; Split G. princeps luciferase complementation, luminescence, 4 h; inhibition, % at 4 µM;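 active = inhibition above the mean inhibition across every tested compound plus 3 SD, cut at about 22% in these data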;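 also: 0% = DMSO only wells and the 100% control is not disclosed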
MC4R ag barr: activates human MC4R beta-arrestin recruitment; P32245; U2OS MC4R beta-arrestin complementation, luminescence; percent of melanotan II response, DMSO zero; activation, % at 8.9 µM; 0.98% of 360,000 active; AID 540308;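 active = activation above a per-plate cutoff, the mean activation of sample wells on that plate plus 3 SD, cut at about 8% in these data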
TLR9-MyD88 block: blocks human TLR9 binding to MyD88. AID 504734. inhibition, % at 4.98 µM. 0.21% of 340,000 active. CHO BLA complementation TLR9-MyD88, CCF4 FRET ratio. Q9NR96+Q99836;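 active = inhibition above the mean over all tested compounds plus 3 SD, cut at about 21% in these data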;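 also: 0% = DMSO only wells and 100% = clavulanate BLA inhibitor control wells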
Target sequence (Q99836 whole entry, looked up): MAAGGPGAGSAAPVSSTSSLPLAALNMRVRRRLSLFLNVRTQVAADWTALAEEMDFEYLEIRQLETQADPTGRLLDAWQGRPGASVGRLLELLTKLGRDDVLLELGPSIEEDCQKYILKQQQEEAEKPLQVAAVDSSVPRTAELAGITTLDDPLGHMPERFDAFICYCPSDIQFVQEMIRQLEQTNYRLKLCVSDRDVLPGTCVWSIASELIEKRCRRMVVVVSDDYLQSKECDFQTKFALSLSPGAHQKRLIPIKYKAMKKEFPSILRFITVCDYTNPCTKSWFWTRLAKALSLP
Target sequence (Q9NR96 whole entry, looked up): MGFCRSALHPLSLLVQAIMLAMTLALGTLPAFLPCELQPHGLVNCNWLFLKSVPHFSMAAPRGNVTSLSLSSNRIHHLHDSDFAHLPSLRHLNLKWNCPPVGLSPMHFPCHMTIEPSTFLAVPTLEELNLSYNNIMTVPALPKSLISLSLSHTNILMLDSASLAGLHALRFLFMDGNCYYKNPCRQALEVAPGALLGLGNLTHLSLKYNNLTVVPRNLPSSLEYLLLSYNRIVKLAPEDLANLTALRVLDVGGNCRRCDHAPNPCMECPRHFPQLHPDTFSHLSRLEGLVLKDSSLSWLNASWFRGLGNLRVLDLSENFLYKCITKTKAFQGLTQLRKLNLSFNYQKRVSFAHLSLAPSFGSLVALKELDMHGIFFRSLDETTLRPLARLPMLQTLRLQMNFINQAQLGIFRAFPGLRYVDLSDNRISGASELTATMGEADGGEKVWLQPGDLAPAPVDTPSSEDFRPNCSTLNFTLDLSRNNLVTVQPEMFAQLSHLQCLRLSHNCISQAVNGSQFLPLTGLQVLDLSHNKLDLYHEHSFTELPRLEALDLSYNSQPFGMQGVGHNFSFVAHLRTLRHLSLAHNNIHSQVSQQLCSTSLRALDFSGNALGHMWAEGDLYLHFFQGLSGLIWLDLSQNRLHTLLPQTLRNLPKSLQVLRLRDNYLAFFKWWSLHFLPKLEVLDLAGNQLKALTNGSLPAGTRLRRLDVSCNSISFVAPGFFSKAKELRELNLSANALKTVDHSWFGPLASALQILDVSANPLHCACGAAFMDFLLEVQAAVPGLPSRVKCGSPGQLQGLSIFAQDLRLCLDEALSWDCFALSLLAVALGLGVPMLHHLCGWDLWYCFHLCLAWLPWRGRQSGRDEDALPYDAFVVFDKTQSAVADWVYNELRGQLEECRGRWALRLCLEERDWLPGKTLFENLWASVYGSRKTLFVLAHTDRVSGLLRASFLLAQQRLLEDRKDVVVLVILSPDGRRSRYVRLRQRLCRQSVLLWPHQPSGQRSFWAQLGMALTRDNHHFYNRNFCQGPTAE
ABCB6 inh 2: human ABCB6 transporter inhibition. K562-ABCB6 porphyrin accumulation, flow cytometry, 1 h; stronger effect = lower value. fluorescence ratio to DMSO, % at 10 µM. 0.19% of 360,000 active;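 active = fluorescence ratio to DMSO below 75%, the collection mean minus 3 SD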;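 also: signal is porphyrin accumulated inside mitochondria; 100% equals median channel fluorescence of DMSO control wells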
* marks the source's active call; other numbers are inactive results; nt = not tested or not shown.

Start of the data: the first 2 records (preview)
Below each SMILES: N-glyco inh, Cardio protect, NOD2-RIPK2 inh, m5-HT2A agonist, MC4R antag cAMP, NCOA2 inhibitor, ABHD5-PLIN5 inh, MC4R ag barr, TLR9-MyD88 block, ABCB6 inh 2
1	CCc1nnc(NS(=O)(=O)c2ccc(NC(=O)c3cc(Cl)ccc3Cl)cc2)s1
    0, -7, -6, 0, 16, -13, -3, -2.6, -1, 97
2	COc1ccc(CCCC(=O)Nc2ccccc2F)cc1
    1, 4, -4, 0, 5, -19, -3, -0.4, 4, 101

This part in full (from the top)
Below each SMILES: N-glyco inh, Cardio protect, NOD2-RIPK2 inh, m5-HT2A agonist, MC4R antag cAMP, NCOA2 inhibitor, ABHD5-PLIN5 inh, MC4R ag barr, TLR9-MyD88 block, ABCB6 inh 2
1	CCc1nnc(NS(=O)(=O)c2ccc(NC(=O)c3cc(Cl)ccc3Cl)cc2)s1
    0, -7, -6, 0, 16, -13, -3, -2.6, -1, 97
2	COc1ccc(CCCC(=O)Nc2ccccc2F)cc1
    1, 4, -4, 0, 5, -19, -3, -0.4, 4, 101
3	CCc1cccc(NC(=O)CCS(=O)(=O)c2ccc(Br)cc2)c1
    1, 5, 2, -12, 0, 3, 2, -0.1, -7, 99
4	O=c1ccc(-c2ccc(S(=O)(=O)Nc3ccccc3)o2)n[nH]1
    3, -1, 10, 0, 3, -10, 0, -1.0, 3, 106
5	O=C(O)c1ccc(NS(=O)(=O)c2cccc3cccnc23)cc1
    1, 0, 13, 5, 10, -43, 1, -0.2, 0, 97
6	CCc1ccccc1NC(=O)C1CCCN1C(=O)NCc1ccccc1 (configuration not stated)
    2, 1, -2, -4, -6, -5, -2, -0.7, 4, 97
7	Cc1ccccc1C(=O)N1CCN(c2ccc(NC(=O)c3ccco3)cc2)CC1
    -8, 2, -2, 9, 14, 6, 5, -1.3, -10, 101
8	O=C(NC1CCCCC1)N1CCC(n2c(=O)[nH]c3ccccc32)CC1
    -1, 6, 2, 2, 5, 5, -3, 0.7, -13, 102
9	CC(C)NC(=O)NC(=O)CSc1nnc(COc2ccccc2F)n1C(C)C1CC2CCC1C2 (configuration not stated)
    0, -2, 0, 0, 21, nt, -4, 9.5*, 8, 102
10	Cn1nc(-c2ccc(Cl)cc2)cc1NC(=O)CC(C)(C)CC(=O)O
    -1, 5, -29, 8, 9, -20, 3, 0.8, nt, 95
11	COc1ccc([N+](=O)[O-])cc1NC1CCN(C(=O)c2cccs2)CC1
    -1, 6, -14, -5, 1, -5, 9, -0.8, 1, 106
12	Cc1cc(SCC(=O)NC(=O)NCc2ccco2)nc2ccccc12
    2, 4, 6, 4, 6, 10, 9, -0.5, -1, 100
13	COc1ncccc1-c1cc2nc(NCCNC(C)=O)n(C)c(=O)c2s1
    3, 1, -9, 8, -28, -8, 10, 1.2, nt, 98
14	COc1cccc2cc(CC(=O)c3ccccc3)c(=O)oc12
    -4, 4, 0, -1, -6, -2, 9, -0.1, -1, 101
15	Cc1nc([N+](=O)[O-])cn1CC(=O)c1ccc(Cl)cc1
    0, 1, 8, 4, 2, 4, 6, -1.1, -8, 97
16	COc1cc(OC)cc(-c2n[nH]c(=S)n2-c2ccc3c(c2)OCO3)c1
    3, 1, -12, 1, 13, -37, -1, -2.8, -6, 94
17	COc1cccc(N2CCN(c3nc(C)cc(C)c3C#N)CC2)c1
    3, 0, -8, 7, 1, 12, 1, 0.1, 5, 104
18	Brc1ccc(CSc2ccc(-c3ccco3)nn2)cc1
    3, -6, 6, 1, 6, -20, 6, 3.0, 5, 96
19	CN1CCN(c2ccc(S(=O)(=O)N3CCCCC3)cc2NC(=O)c2ccc(C#N)cc2)CC1
    3, 6, 5, 0, 0, -10, 0, -3.0, -1, 98
20	COc1ccc(/C(=N/O)C(C)(C)NO)cc1
    1, -11, -7, -3, 17, 7, -3, 0.8, -4, 101
21	CN(C)CC1CCCCC1OC(=O)/C=C/c1ccc(Cl)cc1Cl (configuration not stated)
    -4, 21, -2, -6, -4, 24, 7, 1.4, -10, 93
22	COC(=O)c1sccc1NC(=O)c1cc2c(s1)CCCC2
    1, -18, -1, 5, 6, -32, -10, 2.9, 5, 98
23	CC1CCCCC1NC(=O)Cn1c(CN2CCCCC2)nc2ccccc2c1=O (configuration not stated)
    -1, 3, -6, 4, 6, -2, 2, 2.3, 4, 103
24	CC(=O)N1CCN(Cc2nc3cc(NC(=O)NC4CCCCC4)ccc3n2C)CC1
    1, 1, 5, 4, -7, -4, 4, -0.1, -11, 95
25	COc1ccc(/C=C(\C#N)C(=O)Nc2cccc(C)n2)cc1
    3, -15, -5, 0, 13, -29, -6, -0.7, -15, 96
26	CCN(CC)C(=O)Oc1ccc2c(c1)O/C(=C\c1ccco1)C2=O
    0, -1, -2, 2, -4, -23, 1, 0.1, -4, 98
27	O=C(C1CC(=O)N(c2ccc(F)cc2)C1)N1CCC(c2nc3ccccc3[nH]2)CC1 (configuration not stated)
    1, 3, 0, 8, 1, -9, 11, -1.3, -5, 104
28	Cc1c(C(=O)NCc2cccc(Cl)c2)sc(=O)n1Cc1cccc(F)c1
    -8, -3, 0, -10, -6, -12, 3, 2.0, nt, 101
29	CC1(C)C(=O)Nc2ccccc2N1C(=O)Cn1ncc(Cl)c(Cl)c1=O
    5, -20, -4, 5, 16, 5, 3, -2.6, 5, 96
30	Cc1cccc(C)c1NC(=O)/C(C#N)=C/c1ccsc1
    1, 3, 7, 7, 11, -14, 4, -1.8, 4, 103

Rewritten with each value named: entries from further up.
#6 CCc1ccccc1NC(=O)C1CCCN1C(=O)NCc1ccccc1 (configuration not stated)
- N-glyco inh = 2
- Cardio protect = 1
- NOD2-RIPK2 inh = -2
- m5-HT2A agonist = -4
- MC4R antag cAMP = -6
- NCOA2 inhibitor = -5
- ABHD5-PLIN5 inh = -2
- MC4R ag barr = -0.7
- TLR9-MyD88 block = 4
- ABCB6 inh 2 = 97
#7 Cc1ccccc1C(=O)N1CCN(c2ccc(NC(=O)c3ccco3)cc2)CC1
- N-glyco inh = -8
- Cardio protect = 2
- NOD2-RIPK2 inh = -2
- m5-HT2A agonist = 9
- MC4R antag cAMP = 14
- NCOA2 inhibitor = 6
- ABHD5-PLIN5 inh = 5
- MC4R ag barr = -1.3
- TLR9-MyD88 block = -10
- ABCB6 inh 2 = 101
#8 O=C(NC1CCCCC1)N1CCC(n2c(=O)[nH]c3ccccc32)CC1
- N-glyco inh = -1
- Cardio protect = 6
- NOD2-RIPK2 inh = 2
- m5-HT2A agonist = 2
- MC4R antag cAMP = 5
- NCOA2 inhibitor = 5
- ABHD5-PLIN5 inh = -3
- MC4R ag barr = 0.7
- TLR9-MyD88 block = -13
- ABCB6 inh 2 = 102
#9 CC(C)NC(=O)NC(=O)CSc1nnc(COc2ccccc2F)n1C(C)C1CC2CCC1C2 (configuration not stated)
- N-glyco inh = 0
- Cardio protect = -2
- NOD2-RIPK2 inh = 0
- m5-HT2A agonist = 0
- MC4R antag cAMP = 21
- NCOA2 inhibitor = nt
- ABHD5-PLIN5 inh = -4
- MC4R ag barr = 9.5*
- TLR9-MyD88 block = 8
- ABCB6 inh 2 = 102

Other structures follow:
Below each SMILES: N-glyco inh, Cardio protect, NOD2-RIPK2 inh, m5-HT2A agonist, MC4R antag cAMP, NCOA2 inhibitor, ABHD5-PLIN5 inh, MC4R ag barr, TLR9-MyD88 block, ABCB6 inh 2
31	CCOCCCNC(=S)NCCCNc1nc2c(C)cc(C)cc2cc1C#N
    -1, 3, -1, -5, 4, 12, 4, -0.2, -8, 109
32	CC[C@@]1(C(=O)OC)N[C@H](CN(C)C(=O)COc2ccccc2)[C@@H]2C(=O)N(Cc3ccccc3)C(=O)[C@@H]21
    0, 3, -16, 9, -1, -21, 1, -0.2, 5, 87
33	O=C(NNC1=NCCCCC1)Nc1cccc(Cl)c1
    -1, 0, 0, -2, -3, -51, 0, -1.4, -13, 101
34	Cn1cnc([N+](=O)[O-])c1Oc1cccc(O)c1
    3, 7, -7, -1, -3, 20, 3, -0.4, 5, 98
35	COc1ccc(Cl)cc1NC(=O)CN(C)C(=O)c1cc(=O)c2ccccc2o1
    3, -2, 0, -2, 1, 10, 8, -0.9, -3, 97
36	O=C(CSc1nc2ncc(Br)cc2[nH]1)c1ccc([N+](=O)[O-])cc1
    3, -1, 22*, 0, 2, 2, -3, 3.8, -6, 98
37	CC(C)CC(=O)Nc1cccc(-c2nc3ncccc3o2)c1
    0, 7, 5, 12, 16, -24, -3, -0.8, -3, 96
38	CCC1=C(c2cc(OC)c(OC)c(OC)c2)C2(CCCC2)C(=O)O1
    3, 0, -1, -2, 7, -3, -3, 0.1, 2, 98
39	Cc1ccc2cc3cc(C(=O)NC4CCCCC4)oc3nc2c1
    5, 8, 2, -2, -2, 6, 1, -1.3, 2, 96
40	CCCCCCCCN1C(=O)[C@H](CC(=O)NCCC(C)C)C[C@@]2(C(=O)OCC)CCC=C12
    nt, nt, -24, -7, nt, 14, 1, nt, nt, nt
41	O=C(Cn1cc(C(F)(F)F)cc(Cl)c1=O)Nc1cc(S(=O)(=O)N2CCOCC2)ccc1Cl
    4, -6, -3, -2, 20, -4, 3, -0.6, -19, 104
42	COc1cc(F)ccc1S(=O)(=O)N1CCN(C23CC4CC(CC(C4)C2)C3)CC1
    3, 1, 4, -3, 3, 5, 0, -1.3, -8, 87
43	COc1ccc(N(C(C)C(=O)N/N=C/c2cccnc2)S(C)(=O)=O)cc1 (configuration not stated)
    3, -4, -12, -4, -2, -3, 0, -2.6, 1, 102
44	COc1ccccc1C1SCCN1S(C)(=O)=O (configuration not stated)
    -1, 0, -5, 1, 0, 3, 1, -0.6, 1, 104
45	CCOc1ccc(S(=O)(=O)N2CCC(C(=O)NCC(=O)Nc3cccc(Cl)c3C)CC2)cc1
    1, -4, -2, 0, 9, 4, -6, -2.0, 6, 96
46	CCOC(=O)C1C(=O)CC(C)(O)C(C(=O)OCC)C1c1ccccc1 (configuration not stated)
    -1, 10, 6, 7, 14, 14, 1, 0.3, -10, 107

Limited to N-glyco inh, Cardio protect and MC4R antag cAMP (6 entries from above):
no.	molecule	N-glyco inh	Cardio protect	MC4R antag cAMP
16	COc1cc(OC)cc(-c2n[nH]c(=S)n2-c2ccc3c(c2)OCO3)c1	3	1	13
17	COc1cccc(N2CCN(c3nc(C)cc(C)c3C#N)CC2)c1	3	0	1
18	Brc1ccc(CSc2ccc(-c3ccco3)nn2)cc1	3	-6	6
19	CN1CCN(c2ccc(S(=O)(=O)N3CCCCC3)cc2NC(=O)c2ccc(C#N)cc2)CC1	3	6	0
20	COc1ccc(/C(=N/O)C(C)(C)NO)cc1	1	-11	17
21	CN(C)CC1CCCCC1OC(=O)/C=C/c1ccc(Cl)cc1Cl (configuration not stated)	-4	21	-4

Bioassay records (PubChem)

These rows are one share of the data; rates above refer to the full screens.
